BRCA1 expr act – qHTS Assay to Identify Small Molecule Activators of BRCA1 Expression. MCF7-BRCA1-FFLuc reporter, luminescence, 48 h; response scale: scaled: vehicle 0%, 10 µM genistein 100%. Potency, µM (top dose mostly 46.1 µM), for inactives: at the highest dose activation, hits mostly activators. 380,000 tested, 1.1% active. AID 624202, 2012; active means well fitted activation curve with a large enough effect; inconclusive means small, poorly fitted or top-dose-only effect; inactive means no such curve, though single readings can be large or run the other way; further: nearly all actives have a fitted effect of over 80% in size; some results filed as inactive show a strong effect at the top dose
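Cells: MCF7-BRCA1-FFLuc, 2000/well. Exposure: 48 h, 37 °C, 5% CO2. Read: luminescence, 15 min post-substrate. Controls: genistein 10 microM (maximal activation), DMSO (neutral).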
Starred values were filed as active, the others as inactive; ? = inconclusive; & = joins results of further samples. Potency means the concentration at half of the fitted maximal effect.

Compound | BRCA1 expr act
C[C@@H]1CN([C@H](C)CO)C(=O)CCCn2nncc2CO[C@H]1CN(C)C(=O)CCC(F)(F)F | 0.0%
CCCN(CC1CC1)C(=S)NC(=O)c1ccccc1C | -9.2%
NC(=O)c1ccc(Nc2nc(C(N)COCc3ccccc3)cs2)cc1 (configuration not stated) | -8.0%
COc1ccc(-c2ccc(CN3C(C(C)C)C(=O)N(Cc4cn(CC5CCCCC5)nn4)CCS3(=O)=O)cc2)cc1OC (configuration not stated) | -58.9%
CC(=O)Nc1cccc(Oc2nc(NC(C)C)nc3cc(-c4ccccc4)sc23)c1 | 3.5%
COC(=O)c1ccc2nc(-c3ccco3)c(Cc3ccccc3)n2c1 | -22.6%
Cc1c(Cl)ccc(S(=O)(=O)N2CCN(C)CC2)c1Cl | -15.4%
O=C(NCC1CC1)c1ccc2nc(-c3ccoc3)c(-c3ccoc3)nc2c1 | 0.0%
COc1cccc(NC(=O)C2(C)CCN2Cc2ccc3ccccc3c2)c1 (configuration not stated) | 0.0%
CCN(CC)C(=O)C(c1ccccc1)S(=O)(=O)N1CCOCC1 (configuration not stated) | 0.0%
CCCCCCN1C[C@H](n2cc(-c3ccc(F)cc3)nn2)[C@@H](O)C[C@@H]1c1ccc(C)cc1 | -62.4%
O=C(Nc1ccc2c(c1)[C@@H]1C[C@@H](CC(=O)N3CCCCC3)O[C@@H](CO)[C@@H]1O2)NC1CCCCC1 | 9.0%
OC[C@@H]1CN(Cc2ccc(Cl)cc2)C[C@H](n2cnc3c(N4CCN(c5ccccc5)CC4)ncnc32)O1 | -52.8%
N=C(N)SCc1cccc2c(=O)cc(-c3ccccc3)oc12 | -54.7%
COc1cccc(/C=C/C(=O)OCC(=O)c2ccc(Br)cc2)c1 | 2.2%
Cc1ccc(S(=O)(=O)N(C)CC(=O)N(C)CCOc2ccccc2)cc1 | -2.9%
Cn1ncc2cc3c(Nc4ccc(Cl)cc4)cccc3nc21 | -4.7%
Cc1cccc(OC(=O)c2ccc3c(=O)n4c(nc3c2)CCC4)c1 | 5.6%
Cc1ccc(-c2cnc(C(O)c3ccc(Cl)cc3C)[nH]2)cc1 (configuration not stated) | 14.7%
CC(O)(c1cccc(F)c1)c1nc(-c2cccc(F)c2)cs1 (configuration not stated) | -9.2%
Cc1ccccc1-c1cc2c(c3c1ccn3C)C1CCC2C1 (configuration not stated) | -3.2%
CCN(CC)C(=O)C1=C(C)N(CCCOC)C(=O)C(CC(=O)NC2CCCCC2)C1 (configuration not stated) | 1.2%
C[C@H](CO)N1C[C@H](C)[C@@H](CN(C)Cc2ccc3c(c2)OCCO3)OCc2cnnn2CCCC1=O | 9.5%
CCCNC(=O)N1CCN(S(=O)(=O)c2ccc(C)c(C)c2)CC1 | 1.8%
CC1NC(=O)c2cc3ccccc3cc2-n2c1nc1cc(F)ccc1c2=O (configuration not stated) | -9.2%

4 of the compounds above, as labelled records.
CCN(CC)C(=O)C(c1ccccc1)S(=O)(=O)N1CCOCC1 (configuration not stated)
  BRCA1 expr act = 0.0%

CCCNC(=O)N1CCN(S(=O)(=O)c2ccc(C)c(C)c2)CC1
  BRCA1 expr act = 1.8%

COc1cccc(NC(=O)C2(C)CCN2Cc2ccc3ccccc3c2)c1 (configuration not stated)
  BRCA1 expr act = 0.0%

NC(=O)c1ccc(Nc2nc(C(N)COCc3ccccc3)cs2)cc1 (configuration not stated)
  BRCA1 expr act = -8.0%

Additional compounds:
Compound | BRCA1 expr act
COc1ccccc1-c1nn2c(-c3cc(-c4ccccc4)n[nH]3)nnc2s1 | 10.1%
Cc1c(C(=O)NCc2ccc3c(c2)OCO3)sc(=O)n1Cc1cccc(F)c1 | 17.2%
COc1cccc(Cn2cnc(-c3ccccc3OC)c2-c2cc(C)cc(C)c2)c1 | -18.4%
O=S1(=O)C[C@@H](N2CCC(Cc3ccccc3)CC2)[C@H](COCc2ccccc2)N1 | -4.8%
CC1CCc2nc(-c3cc4c(ccc5ccccc54)oc3=O)sc2C1 (configuration not stated) | -26.9%
CC(C)Oc1cc(F)ccc1-c1cc(C(=O)NCc2cccnc2)[nH]n1 | -0.2%
Cn1ccc2c(N3CCCC3)cc3c(c21)C1CCC3O1 (configuration not stated) | -28.6%
CC1(C(=O)NS(=O)(=O)c2ccc(C#N)cc2)CCN1C(=O)CCC1CCCC1 (configuration not stated) | 0.0%
COc1ccc(OCCN2CCC(C(=O)NC(c3ccc(Cl)cc3)c3cnccn3)CC2)cc1 (configuration not stated) | -0.6%
CC(C)Cc1ccc(-c2cc3nc(NCC4CC4)ccn3n2)cc1 | ?
O=C(CCn1cccn1)N1CCCC(Nc2ccc(F)c(F)c2)C1 (configuration not stated) | 0.4%
CC(C)(C)Cc1c(-c2ccc(Cl)cc2)nc2ccc(Cl)cn12 | -51.1%
COc1ccc(NC(=O)C2(C)CCN2C(=O)c2ccc(C(C)(C)C)cc2)cc1OC (configuration not stated) | -9.3%
O=C(NCCc1ccccc1)Nc1nnc([C@H]2C[C@H](O)[C@@H](CO)O2)s1 | 15.5%
O=C(NCCN1CCOCC1)C1CCN(S(=O)(=O)c2ccccc2)CC1 | 6.0%
COc1ccc(NC(=S)Nc2ccc(S(=O)(=O)N3CCCCC3)cc2)cc1 | 32.6%
OCCCNc1ncnc2c1ncn2[C@H]1CN(Cc2ccco2)C[C@@H](CO)O1 | 13.4%
COc1ccc(CN2C(=O)C(CC(=O)NCCCCc3ccccc3)CC(C(=O)N3CCOCC3)=C2C)cc1 (configuration not stated) | -1.3%
CC(C)NC(=O)c1csc(COCCO)n1 | 6.8%
COc1ccc(CCN2CC(C(=O)N(C)Cc3ccccn3)CCC2=O)cc1 (configuration not stated) | -4.4%
C[C@@H]1CN([C@@H](C)CO)C(=O)CCCn2nncc2CO[C@@H]1CN(C)S(=O)(=O)c1ccc(Oc2ccccc2)nc1 | -9.5%
COc1ccccc1N1CCN(c2ncnc3n[nH]c(Br)c23)CC1 | -44.3%
CCCCN(C(=O)COC(=O)C1(c2ccccc2)CC1)c1c(N)n(CCC)c(=O)[nH]c1=O | -9.3%
CCCN(CC1CC1)c1cc2c(c3c1ccn3C)C1CCC2C1 (configuration not stated) | -65.5%
CC(C)(C)OC(=O)NCc1ccc(NC(=O)c2nc[nH]c2C(=O)Nc2cc(Br)ccc2F)cc1 | -5.7%
O=S(=O)(c1ccc(Cl)cc1)N1CCN(c2nc(C(F)(F)F)nc3ccccc23)CC1 | -29.0%
C[C@@H]1CN([C@H](C)CO)C(=O)CCCn2nncc2CO[C@H]1CN(C)Cc1ccc(C(=O)O)cc1 | 9.1%
CCc1cc(C(=O)NC2CCCc3c2cnn3-c2ccc(F)cc2F)no1 (configuration not stated) | -15.0%
COc1ccc(S(=O)(=O)N2CCCCC2c2cc(C(=O)Nc3ccccc3Cl)no2)cc1 (configuration not stated) | 0.0%
CCOC(=O)C1CCCN(C(=O)c2ccc(-c3ccccc3)cc2)CC1 (configuration not stated) | 0.0%
O=C(NNC(=O)c1ccccc1-n1cccc1)c1cccnc1 | 0.5%
CC1CCCCC1NC(=O)CSc1nnc(-c2ccco2)n1N (configuration not stated) | 1.3%
COC(=O)[C@]12CCCCC=C1N(Cc1cccc3ccccc13)C(=O)[C@H](CC(=O)NCc1cccs1)C2 | -46.0%
CCOC(=O)C1=CCN(S(=O)(=O)c2ccc(C)cc2)C1c1ccc(C(C)C)cc1 (configuration not stated) | 0.0%
COc1ccc(Cn2ccnc2SCC(=O)Nc2ccc(F)cc2F)cc1 | 5.7%
O=C1c2ccccc2C(=O)N1c1ccc2ncccc2c1 | 12.5%
O=C(CC[C@H]1O[C@@H](n2ccc(=O)[nH]c2=O)[C@H](O)[C@@H]1O)N[C@H](Cc1ccccc1)C(=O)NCC1CCCCC1 | 5.7%
C[C@@H]1CN([C@H](C)CO)C(=O)c2cc(Br)cnc2O[C@H]1CN(C)C | 14.3%
C[C@@H]1CN([C@@H](C)CO)S(=O)(=O)c2ccc(Br)cc2O[C@H]1CN(C)C(=O)C1CCOCC1 | -16.6%
CCc1nc2ccc(C(=O)N3CCN(S(=O)(=O)CC)CC3)cn2c1N(CC)Cc1cccc(Br)c1 | -25.2%
Cc1ccc(C(=O)OCC(=O)NC2CCCC(C)C2C)s1 (configuration not stated) | -0.8%
COc1cc2nc3n(c(=O)c2cc1OC)-c1cc2ccccc2cc1C(=O)NC3CC(C)C (configuration not stated) | -48.4%
CCc1sc(-c2cc3cccc(OC)c3oc2=O)nc1-c1cc(C)ccc1C | 12.6%
Cc1ccc(-c2nc3ccc(Br)cn3c2Cc2ccsc2)cc1 | ?
COc1ccc(CNC(=O)c2ccccc2NC(=O)C2=C(C)OCCS2)cc1 | -6.0%
O=C(COc1ccccc1C(=O)Nc1ccccc1)NCCCCc1ccccc1 | 0.0%
CC1(C(=O)Nc2ccc(Cl)c(Cl)c2)CCN1C(=O)Cc1ccc(-c2ccccc2)cc1 (configuration not stated) | -6.2%
CCCS(=O)(=O)NC(=O)C1(C)CCN(C(=O)c2ccccc2C(F)(F)F)C1 (configuration not stated) | -2.9%
O=C(O)CN=C(Nc1cc(Cl)cc(Cl)c1)NC(c1ccccc1)c1ccccc1 | -12.9%
O=S(=O)(Nc1ccccc1Br)c1cccc2cccnc12 | -6.2%

The list goes on:
Compound | BRCA1 expr act
COc1cc(Cl)ccc1OC1(C)CCN(Cc2c(F)cccc2F)C1 (configuration not stated) | -15.3%
C[C@H](CO)N1C[C@H](C)[C@@H](CN(C)S(=O)(=O)c2cccc(C#N)c2)OCc2cn(nn2)CCCC1=O | 18.8%
CSC1=NN(c2ccccc2)CN(c2ccccc2)N1C | -10.3%
COc1ccc(OCCN2CCC(C(=O)NC(c3ccc(F)cc3)c3ccc4ccccc4n3)CC2)cc1 (configuration not stated) | -28.5%
CCOc1ccc(C(=O)N[C@H](C(=O)NC2CCCCC2)C(C)C)cc1 | 61.6%
COc1cc(-c2ccc3cc(OC)c(OC)c(OC)c3c2)cc(OC)c1OC | -51.3%
CN(C)c1ccc(C=C2c3ccccc3-c3ccccc32)cc1 | -54.8%
CCC1NC(=O)c2cccnc2-n2c1nc1cc(C)cc(C)c1c2=O (configuration not stated) | -14.8%
COC(=O)c1ccc2nc(-c3cccc(Br)c3)c(Cc3ccc(OC)cc3C)n2c1 | 17.7%
C[C@H](O)[C@@H]1CN2CCc3c([nH]c4ccc(-c5ccc6c(c5)OCO6)cc34)[C@@H]2C[C@@H]1N(C)C(=O)Nc1cc(Cl)cc(Cl)c1 | -72.7%
C[C@@H]1CN([C@H](C)CO)C(=O)CCCn2nncc2CO[C@@H]1CN(C)C(=O)c1ccccc1 | -25.2%
O=C(NC(c1ccc(-c2ccccc2)cc1)c1cnccn1)C1CCN(Cc2cccs2)CC1 (configuration not stated) | -14.8%
CCNC(=O)c1cc2c(c(-c3cccc(-c4cccnc4)c3)n1)[C@H](CCO)N(S(C)(=O)=O)C2 | -50.4%
NNC(=O)c1nc2ccccc2s1 | 7.3%
Nc1ccc(C=Cc2ccc(N)cc2)cc1 | 14.1%
CC1(C(=O)NS(=O)(=O)c2ccc(Cl)cc2)CCN1C(=O)C/C=C/c1ccccc1 (configuration not stated) | 14.8%
Fc1ccc(CNc2ncnc3nc[nH]c23)cc1 | 0.0%&13.7%
COc1ccccc1-c1noc2c1C(=O)N(Cc1cn(-c3ccccc3OC)nn1)CC2 | -12.0%
CCNc1ccc(Br)cc(C(=O)/C=C/c2ccccc2Cl)c1=O | -86.9%
Cc1ccccc1NC(=O)Cc1nc(COC(=O)CSc2ccc(F)cc2)cs1 | -6.8%
CCCNC(=S)NC1CC2CCCC(C1)N2Cc1ccccc1OC (configuration not stated) | 4.2%
O=C(COC(=O)CNC(=O)c1ccccc1)NC12CC3CC(CC(C3)C1)C2 | -17.8%
O=C1NC[C@@H](CCCCN2C[C@H](Cc3ccc(O)cc3)N(CCC3CCCCC3)C(=O)C2=O)N(CCc2ccc(O)cc2)C1=O | 12.5%
NC(Cc1ccccc1)c1csc(Nc2nncc3ccccc23)n1 (configuration not stated) | -35.0%
Cc1c(C(=O)NCc2ccc(Cl)c(Cl)c2)sc(=O)n1Cc1ccc(S(=O)(=O)N(C)C)cc1 | -39.0%
COc1[nH]c(/N=C/c2ccco2)c(C#N)c1C#N | 2.2%
COc1ccc(C(=O)CCN(C)C)c2ccccc12 | -22.8%
COc1cc(OC)nc(Nc2nc(C(N)c3ccccc3)cs2)n1 (configuration not stated) | -14.3%
CN1CCN(/[N+]([O-])=N/Oc2ccc([N+](=O)[O-])cc2[N+](=O)[O-])CC1 | -3.7%
CC(=O)Nc1ccc(-c2ccnc3c2CC(C(=O)Nc2cccnc2)O3)cc1 (configuration not stated) | -32.1%
CCOC(=O)C1=CC[C@@H](c2ccncc2)N(S(=O)(=O)c2ccc(C)cc2)C1 | -35.8%
Cn1c(N)nc(N)c(NC=O)c1=O | 13.6%
O=NN(CCCl)C(=O)NCC1=C[N+](=O)CC=C1 | 15.6%

Exported with the structure last: part of the list above.
BRCA1 expr act	compound
-0.8%	Cc1ccc(C(=O)OCC(=O)NC2CCCC(C)C2C)s1 (configuration not stated)
-48.4%	COc1cc2nc3n(c(=O)c2cc1OC)-c1cc2ccccc2cc1C(=O)NC3CC(C)C (configuration not stated)

Bioassay records (PubChem)

Only part of the results is shown; the hit share may differ from the screen's.
